Assay outcomes: PubChem, National Center for Advancing Translational Sciences (NCATS)
AmpC detergent – qHTS Inhibitors of AmpC Beta-Lactamase (assay with detergent) | P00811 | AmpC hydrolysis of nitrocefin, absorbance 480 nm, 0.01% Triton | Potency, µM (titrated, usually from 114 µM), for the others: top-dose activity change, negative = inhibition, hits mostly inhibitors | 0.041% of 370,000 active | AID 485294, 2010;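 further: potency means the concentration at half of the fitted maximal effect; 0% = no-compound wells and -100% = no-enzyme wells; nearly all actives have a fitted effect of over 25% in size; some results filed as inactive show a strong effect at the top dose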
Target sequence (P00811 whole entry, looked up): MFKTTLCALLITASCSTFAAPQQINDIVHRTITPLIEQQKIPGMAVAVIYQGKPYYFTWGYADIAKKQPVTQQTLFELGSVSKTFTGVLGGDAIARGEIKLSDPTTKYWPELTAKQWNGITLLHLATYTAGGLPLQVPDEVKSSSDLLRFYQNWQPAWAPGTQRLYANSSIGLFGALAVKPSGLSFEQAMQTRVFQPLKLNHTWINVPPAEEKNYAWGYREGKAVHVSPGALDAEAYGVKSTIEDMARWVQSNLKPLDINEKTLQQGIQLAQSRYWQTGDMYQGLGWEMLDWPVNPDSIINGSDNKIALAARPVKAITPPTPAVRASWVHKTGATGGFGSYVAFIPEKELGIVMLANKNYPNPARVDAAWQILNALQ
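20 mM phosphate pH 7.0 + 0.01% (detergent screen) or 0.0001% Triton X-100; 5.3 nM AmpC reagent; cpd preinc 15 min RT; nitrocefin (800 uM stock) to start; A480 q20 s × 4 min; Activity was normalised to no-enzyme and no-compound control wells.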
Giardia FBPA inh – qHTS Assay for Inhibitors of Fructose-1,6-bisphosphate Aldolase from Giardia Lamblia | purified Giardia FBPA | 0.71% of 290,000 active | A8B2U2 | Potency, µM (doses to about 59.6 µM), for the others: at the highest dose activity, negative = inhibition, hits mostly inhibitors | AID 2451, 2010; further: potency means the concentration at half of the fitted maximal effect; nearly all actives have a fitted effect of over 55% in size
Target sequence (A8B2U2 whole entry, looked up): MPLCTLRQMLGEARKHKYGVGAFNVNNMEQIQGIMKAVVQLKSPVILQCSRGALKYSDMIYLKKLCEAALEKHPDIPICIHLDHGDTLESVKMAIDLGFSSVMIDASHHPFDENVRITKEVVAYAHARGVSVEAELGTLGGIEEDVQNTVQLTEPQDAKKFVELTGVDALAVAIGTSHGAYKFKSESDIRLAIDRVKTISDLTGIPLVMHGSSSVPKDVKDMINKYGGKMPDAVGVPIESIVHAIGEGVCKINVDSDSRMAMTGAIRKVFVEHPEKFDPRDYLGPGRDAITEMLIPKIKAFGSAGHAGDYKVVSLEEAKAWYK
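40 nM FBPA preincubated 10 min at RT with compound (up to 57.5 uM final), then substrate plus GAPDH/TPI/NAD/arsenate coupling and diaphorase/resazurin added. Fluorescence read after 20 min at RT, 525/598 nm.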
Sm TGR inh – qHTS Assay for the Inhibitors of Schistosoma Mansoni Peroxiredoxins; purified TGR, DTNB reduction, TNB absorbance 405 nm; Potency, µM (doses to about 114 µM), for the others: at the highest dose activity change, negative = inhibition, most hits filed as inhibitors; 3% of 360,000 active; AID 485364, 2010; further: potency means the concentration at half of the fitted maximal effect; nearly all actives have a fitted effect of over 60% in size
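First, TGR (20 nM dispensed) and NADPH were mixed with compound. Second, a 15 min room-temperature incubation followed. Third, further NADPH and then DTNB were added to start the reaction. Finally, TNB absorbance was monitored kinetically.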
AMA1-RON2 inh – qHTS for Inhibitors of AMA1-RON; Towards Development of Antimalarial Drug Lead: Primary Screen. AlphaScreen AMA1-biotinylated RON2 peptide binding. Potency, µM (titrated, usually from 58.2 µM), for the others: at the top dose activity change, negative = inhibition, hits mostly inhibitors. 0.2% of 360,000 active. AID 720542, 2013;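 further: potency means the concentration at half of the fitted maximal effect; 0% = vehicle wells and -100% = peptide control; nearly all actives have a fitted effect of over 45% in size; some results filed as inactive show a strong effect at the top dose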
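AMA1 (3D7) with his tag at 25 nM final met compounds first, then biotinylated RON2 peptide at 25 nM; detection used donor plus acceptor beads, 10 µg/mL apiece, read by AlphaScreen after 30 min at room temperature.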
HCMV antiviral – qHTS Assay for inhibitors of the human cytomegalovirus (HCMV); 4.5% of 410,000 active; HFF cells, HCMV-luciferase reporter, 72 h; active compounds read low; activity change, negative = inhibition, % at 57.5 µM; AID 1259415, 2018; in the data active means activity change below about -60%; inconclusive means no clear call, values can overlap the other calls; inactive means above about -39%
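After 16 h attachment at 37C, HFF cells received test compound and HCMV-luciferase (1 PFU/cell); reporter luminescence read 72 h later, data normalized against buffer-only and known inhibitor Salinomycin.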
AmpC inh no detg – qHTS Inhibitors of AmpC Beta-Lactamase (assay without detergent); AID 485341, 2010; 0.52% of 330,000 active; Potency, µM (top dose mostly 57.1 µM), inactives show top-dose activity change, negative = inhibition, usual class: inhibitors; AmpC nitrocefin hydrolysis, absorbance 480 nm, 0.0001% Triton;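 further: potency means the concentration at half of the fitted maximal effect; plate controls were no compound for no effect and no enzyme for full effect; nearly all actives have a fitted effect of over 20% in size; some results filed as inactive show a strong effect at the top dose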
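AmpC (5.3 nM in the dispensed reagent) in 20 mM phosphate pH 7.0 with 0.01% (detergent screen) or 0.0001% Triton X-100 was preincubated with compounds for 15 min at room temperature. Nitrocefin was then added from an 800 uM solution, and hydrolysis was followed at 480 nm.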
Starred values were filed as active, the others as inactive; ? = inconclusive; . = not tested or not shown; [ ] = dose if it differs, or a comment. Unless noted, the call rests on the fitted dose curve; in most records, active means well fitted curve in the direction sought with a large enough effect; inconclusive means small, poorly fitted or top-dose-only effect, or another doubt; inactive means no such curve, though single readings can be large; an effect the other way counts as inactive or inconclusive. Unless noted, on the % scale 0 is the no-effect control and ±100 the full control effect.

Values in the order – AmpC detergent | Giardia FBPA inh | Sm TGR inh | AMA1-RON2 inh | HCMV antiviral | AmpC inh no detg
CS(=O)(=O)N(CC(=O)NCc1ccco1)c1cc(C(F)(F)F)ccc1Cl
    ? | 2% | -27% | -7% | -4 | -6%
COc1ccc(OCCCC(=O)N(C)CC(=O)Nc2ccccc2Cl)cc1
    1% | . | -19% | -20% | -15 | -5%
O=C(CSc1cc([N+](=O)[O-])cc(S(=O)(=O)Cc2ccccc2)c1)NC1CC1
    -14% | -4% | -13% | 4% | 56 | -22%
Cc1ccc(C(=O)/C=C\NCc2ccccc2)cc1
    -10% | 3% | -2% | -5% | 9 | -15%
CCCCC12CN3CC(C)(CN(C1)C3c1cc(Br)ccc1O)C2=O (centres undefined)
    0% | . | -6% | . | 10 | .
O=C(CCN1CCCCC1)NCC1OCCc2ccccc21 (centres undefined)
    3% | 1% | 1% | 11% | -8 | -15%
Cc1ccc2ccccc2c1Cn1c(-n2ccnc2)nc2c1c(=O)n(C)c(=O)n2C
    1% | 6% | -1% | -4% | 25 | 94%[activator]
CCc1nc2sc3c(N4CCC(C)CC4)ncnc3c2c2c1CCCC2
    0% | . | 7% | . | -4 | .
O=C(Cc1cccs1)N1CCN(S(=O)(=O)c2ccc(F)cc2)CC1
    ? | 8% | -17% | 4% | -28 | 12%
C=C(C)C(=O)Oc1ccc(N2C(=O)CCC2=O)cc1
    -6% | 4% | -29% | -1% | -21 | 3%
c1csc(-c2nn3c(Cn4cnc5ccccc54)nnc3s2)c1
    -20% | ? | 3% | 2% | -1 | -15%
Cc1ccc(S(=O)(=O)NC2CC(C)(C)NC(C)(C)C2)c(C)c1C
    -13% | 2% | 3% | 7% | -22 | -5%
Cc1cc(C)n(CC(=O)NNC(=O)CCCOc2ccc(Cl)c(C)c2)n1
    -9% | 19% | -20% | 49%[activator] | 5 | 48%
O=c1c2cc(Br)ccc2nc(-c2cccc(Cl)c2)n1O
    -11% | 4% | -12% | 115%[activator] | ? | -48%
COc1ccc(N(C(C)=O)c2nc3ccccc3[nH]2)cc1
    -17% | -19% | -6% | 0% | 43 | -17%
Cc1ccc[n+](CC(=O)Nc2cccc([N+](=O)[O-])c2)c1
    -9% | 1% | . | 5% | 36 | -1%
Cc1c(/C=C(\C#N)C(=O)Nc2cccc(Cl)c2)c2ccccc2n1Cc1ccccc1
    10% | . | 3% | . | -12 | .
COc1ccc(NC(=O)CN(C)C(=O)CCSc2ccc(F)cc2)cc1
    ? | . | 1% | 8% | -26 | 3%
COCCCNC(=O)c1ccc(-n2c(-c3ccccc3)cc3c2CCCCC3)cc1
    2% | . | 1% | . | ? | .
O=C(NCCCN1CCOCC1)C1CCN(S(=O)(=O)c2cccc(Cl)c2Cl)CC1
    ? | . | -3% | 17% | -31 | 24%

Quoted from the listing:
COCCCNC(=O)c1ccc(-n2c(-c3ccccc3)cc3c2CCCCC3)cc1 – AmpC detergent: 2%
Cc1cc(C)n(CC(=O)NNC(=O)CCCOc2ccc(Cl)c(C)c2)n1 – AMA1-RON2 inh: 49%[activator]
O=c1c2cc(Br)ccc2nc(-c2cccc(Cl)c2)n1O – Giardia FBPA inh: 4%

(listing goes on)
Values in the order – AmpC detergent | Giardia FBPA inh | Sm TGR inh | AMA1-RON2 inh | HCMV antiviral | AmpC inh no detg
CCOc1ccc(/C=C/c2nc(C#N)c(N(C)C)o2)cc1
    18% | . | -3% | . | 52 | .
COc1ccc(OC)c(NC(=O)CCN2CCN(Cc3ccccc3)CC2)c1
    -13% | ? | 4% | -3% | -7 | 14%
C/C(=N\NC(=O)c1ccco1)c1cccc2ccccc12
    4% | 0% | 2% | -3% | -2 | -19%
COc1cccc(Oc2ccc(N)cc2)c1
    1% | 0% | 0% | -16% | 1 | -15%
COCCNC(=S)N1CCC(NC(=O)c2ccco2)CC1
    0% | 4% | -6% | 0% | 17 | -3%
COC(=O)c1ccc(OC(=O)c2ccc(OCc3c(C)noc3C)c(OC)c2)cc1
    -9% | 4% | 30% | . | . | 1%
Cc1c(NC(=O)c2ccc(Cl)cc2)cc(C(C)C)c(O)c1S(=O)(=O)c1ccc(Cl)cc1
    -1% | . | 2% | . | -10 | .
COc1ccc(NC(=O)CSc2nccn2Cc2ccccc2)c(OC)c1
    9% | . | -4% | -5% | -3 | 0%
Cc1ccc(S(=O)(=O)NCCN=Cc2ccc(N(C)C)cc2)cc1
    ? | -10% | -29% | 11% | 9 | -19%
O=C(CN1CCc2ccccc21)Nc1ccc2c(c1)OCO2
    6% | -12% | ? | 0% | 144 | -21%
O=C(NCCc1ccc(Cl)cc1)C(=O)NCC(c1ccco1)S(=O)(=O)c1ccc(Cl)cc1 (centres undefined)
    0% | . | 4µM* | . | -81* | .
Cc1ccc(CN2CCN(C(=O)CCN3C(=O)c4ccccc4C3=O)CC2)cc1
    -10% | -4% | -1% | -19% | 10 | 58%
CCc1cccc(NC(=O)NC2CCCCC2)c1
    ? | 9% | -1% | 16% | 79 | -13%
Cc1[nH][nH]c(=O)c1C(c1ccc(O)c([N+](=O)[O-])c1)c1c(C)[nH][nH]c1=O
    -11% | -19% | -4% | 16% | -28 | -2%
Cc1ccc(-n2nc(C)c(NC(=O)COC(=O)c3ccccc3NCCO)c2C)cc1
    -12% | . | -14% | 6% | -20 | 102%[activator]
CCc1nnc(N2C(=O)c3cccc4cccc(c34)C2=O)s1
    1% | 1% | -2% | -4% | 51 | -9%
Cc1oc2ccc(O)c(CN3CCN(C)CC3)c2c1C(=O)Nc1cccc(C(F)(F)F)c1
    5% | . | 2% | . | ? | .
Cc1oc(-c2ccccc2)nc1CS(=O)CC(=O)O (centres undefined)
    -13% | 17% | -8% | -2% | 25 | -15%
O=C(CCCCCn1c(=O)[nH]c2ccccc2c1=O)NCCc1c[nH]c2ccccc12
    ? | . | 2% | -20% | 21 | -8%
COCCCNC(=O)C1CC(=O)N(c2ccc(C)cc2)C1 (centres undefined)
    ? | 6% | -3% | 1% | -4 | -15%

Next entries
Values in the order – AmpC detergent | Giardia FBPA inh | Sm TGR inh | AMA1-RON2 inh | HCMV antiviral | AmpC inh no detg
O=C(Nc1ccccc1)c1cccc(=O)o1
    6% | 6% | -3% | -12% | 22 | -24%
COc1cc(NC(=O)C(=O)NCCN2CCNCC2)c(OC)cc1Cl
    -14% | 11% | 38%[activator] | 5% | -15 | 56%
Cc1ccccc1C(=O)O/N=C/c1c(N2CCOCC2)n(C)c2ccccc12
    -10% | 6% | 10% | 57%[activator] | -99* | -6%
CCOC(=O)N1CCC(C(N)=O)CC1
    -7% | 5% | -23% | -8% | 39 | 2%
CC(C)C(=O)Nc1ccc(Nc2ccccc2)cc1
    1% | 0% | -18% | -5% | 15 | -25%
COc1ccc(-n2nnnc2C2CCN(S(=O)(=O)c3cc(Cl)ccc3OC)CC2)cc1
    15% | . | 5% | . | -78* | .
CN(C)C=Nc1ncc2c3ccccc3n(Cc3ccccc3)c2c1C#N
    -6% | 4% | 1% | -7% | -28 | 1%
O=C(Nc1ccc(Br)c2cccnc12)c1ccc(Cn2cc([N+](=O)[O-])cn2)o1
    ? | -7% | 0% | 86%[activator] | -25 | -22%
Cc1cc(OCC(=O)NC2CCS(=O)(=O)C2)c2c3c(c(=O)oc2c1)CCC3 (centres undefined)
    -11% | -5% | -11% | -4% | 54 | 3%
Cc1ccc(S(=O)(=O)NCCC(=O)OCC(=O)N(Cc2ccccc2)C(C)(C)C)cc1C
    ? | . | 5% | -14% | 20 | 44%
O=C1C=C(N2CCCCC2)C2(CCCCC2)O1
    2% | 0% | . | -9% | 75 | -6%
COc1cc(/C=N/NC(=O)C2COc3ccccc3O2)cc(OC)c1OC (centres undefined)
    ? | 0% | -1% | -1% | 6 | -41%
CC1(C)CC(=O)c2sc(N)nc2C1
    2% | 0% | -2% | 8% | 4 | -4%
COc1ccc(CNC(=O)c2cccc3c2C(=O)N(Cc2cccnc2)C3)cc1
    0% | -6% | -5% | -15% | -13 | 25%
Cc1csc2ncc(C(=O)Nc3ccc(C(F)(F)F)cc3)c(=O)n12
    -9% | 10% | -20% | -2% | 89 | -32%
Cc1c(C(=O)OCC(=O)N(CCC#N)c2ccccc2)oc2c1ccc1ccccc12
    ? | -3% | -1% | 28% | -20 | 20%
O=C(Nc1ccc(Cl)cc1C(=O)Nc1ccccn1)c1ccco1
    0% | 0% | -9% | 102%[activator] | -39 | -27%
O=C(O)c1cc(S(=O)(=O)Nc2ccc3oc(=O)sc3c2)ccc1O
    -7% | 17% | 0% | 3% | 9 | -38%
CC1CCCCC12NC(=O)N(CC(=O)Nc1ccc(N3CCOCC3)cc1)C2=O (centres undefined)
    -16% | -4% | 3% | -2% | 17 | -8%
COc1ccc(/C=C/C(=O)N2CCNC(=O)C2)c(OC)c1
    2% | 0% | 2% | 3% | 26 | -21%

(list continues)
Values in the order – AmpC detergent | Giardia FBPA inh | Sm TGR inh | AMA1-RON2 inh | HCMV antiviral | AmpC inh no detg
Nc1nnn(CC(=O)N/N=C/c2cccc(Cl)c2)n1
    4% | -4% | 12% | 15% | ? | -19%
Cc1cccc(NC(=O)c2nc[nH]c2C(=O)N(C)Cc2ccccc2)c1
    2% | . | ? | 118%[activator] | 15 | -2%
CCCCCN(C(=O)CCC(=O)OCc1ccccc1C(F)(F)F)c1c(N)n(CCCC)c(=O)[nH]c1=O
    4% | . | 16% | 17% | 17 | -5%
O=C(Nc1nc(-c2ccccc2)nc2ccccc12)c1ccc(F)cc1
    5% | 5% | 0% | 21% | ? | -11%
C=CCNC(=S)NN(c1ccccc1)c1ccccc1
    -4% | 0% | -17% | 28% | -16 | -4%[2.29 µM]
Cc1c(C(=O)NCCSCc2ccccc2)cccc1[N+](=O)[O-]
    -1% | 2% | 9% | 0% | -5 | -21%
Cn1c(=O)n(Cc2ccccc2)c(=O)c2c1nc1n2CCN1Cc1ccco1
    9% | 1% | -2% | 0% | -38 | 26%
Cn1cccc1Cc1nnc(SCC(=O)N2CCOCC2)n1CCc1ccccc1
    -14% | 2% | -21% | 17% | 15 | 78%[activator]
CCCOC1CCCN(C(=O)c2cc(COc3ccc(-n4cncn4)cc3)on2)C1 (centres undefined)
    -2% | 2% | -15% | -5% | -33 | 91%[activator]
O=C(N/N=C/c1ccc([N+](=O)[O-])cc1)c1ccc2nc[nH]c2c1
    -4% | -1% | 3% | 13% | -17 | -25%
CN(C)CCNC(=O)C(=O)Nc1ccc2c(c1)N(S(=O)(=O)c1cccs1)CCC2
    ? | . | -9% | -14% | -25 | 41%
